D3 ag = qHTS of D3 Dopamine Receptor Agonist: qHTS; D3R DiscoveRx beta-arrestin cells, luminescence, 90 min; 410,000 tested, 0.58% active; AID 652048, 2013; max activation, %; in the data active = max activation above about 30%; note: 0% is about no effect; mostly tested at two doses, the higher about 12 µM
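Cells at 1500/well, incubated overnight, then treated with pinned compounds (dopamine as control) for 90 min at 37 degrees C. DiscoveRx reagent added for 30 - 60 minutes at room temperature; luminescence read.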
CCT chaperon mod = High-Throughput Screening for Modulators of Cytosolic Chaperonin Activity. 360,000 tested, 0.3% active. AID 651819, 2012. purified chaperonin ATPase assay, HTRF ADP detection, 30 min. activity change, % (concentration not given with the values), hits read low; in the data active = activity change below about -30%; note: % is set by controls: 0 for no effect and ±100 for the full control effect
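Nucleotide hydrolysis assay: TRiC at 20–40 nM final (set by batch activity) with 10 uM ATP, 30 min at 37 °C, in presence of 76 uM compound. Detection by competitive ADP HTRF, 30 min ambient.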
EPAC2 agonist = qHTS for Agonist of cAMP-regulated guanine nucleotide exchange factor 4 (EPAC2): primary screen; EPAC2 activation, biochemical qHTS; response scale: 100% = 6.5 mM cAMP response; Potency, µM (highest dose often 154 µM), inactives show at the top dose activation, usual class: activators; 360,000 tested, 0.079% active; AID 720711, 2013; note: potency is the fitted concentration of half-maximal effect; nearly all actives have a fitted effect of over 50% in size
Target sequence (Q8WZA2 whole entry, looked up): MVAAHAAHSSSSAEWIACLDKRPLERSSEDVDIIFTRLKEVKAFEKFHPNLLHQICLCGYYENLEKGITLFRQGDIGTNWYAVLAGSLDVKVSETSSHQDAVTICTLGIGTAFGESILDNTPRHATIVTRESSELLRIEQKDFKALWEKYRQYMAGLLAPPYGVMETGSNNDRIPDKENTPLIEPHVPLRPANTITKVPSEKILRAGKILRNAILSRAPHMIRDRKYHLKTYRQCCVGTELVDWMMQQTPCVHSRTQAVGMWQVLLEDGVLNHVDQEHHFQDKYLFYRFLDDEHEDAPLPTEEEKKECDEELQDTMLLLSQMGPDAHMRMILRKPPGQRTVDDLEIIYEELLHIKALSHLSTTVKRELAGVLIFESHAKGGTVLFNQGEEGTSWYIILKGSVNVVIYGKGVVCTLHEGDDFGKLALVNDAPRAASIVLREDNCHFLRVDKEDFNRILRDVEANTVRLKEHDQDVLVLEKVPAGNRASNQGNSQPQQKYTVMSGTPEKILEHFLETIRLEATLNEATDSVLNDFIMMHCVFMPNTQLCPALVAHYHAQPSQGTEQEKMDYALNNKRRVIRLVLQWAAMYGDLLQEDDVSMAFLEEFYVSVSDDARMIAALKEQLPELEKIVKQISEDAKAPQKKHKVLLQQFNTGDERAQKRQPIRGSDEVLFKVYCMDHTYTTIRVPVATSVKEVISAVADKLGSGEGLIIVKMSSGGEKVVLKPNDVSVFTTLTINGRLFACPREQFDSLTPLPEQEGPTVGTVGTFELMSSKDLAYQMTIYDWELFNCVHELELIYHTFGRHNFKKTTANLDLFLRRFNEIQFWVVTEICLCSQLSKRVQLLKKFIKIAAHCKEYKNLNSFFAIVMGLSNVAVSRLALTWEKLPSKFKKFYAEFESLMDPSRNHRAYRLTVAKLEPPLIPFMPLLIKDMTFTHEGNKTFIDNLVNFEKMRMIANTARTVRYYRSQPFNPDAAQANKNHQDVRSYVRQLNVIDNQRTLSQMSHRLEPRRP
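Each well held 100 nM EPAC2, 250 nM RAP1B-BODIPY-GDP and 50 uM GDP. Fluorescence, read at 5-min intervals to 30 min, was referenced to a 6.5 mM cAMP positive control.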
pAkt inh = HTS Assay for Inhibitors of Akt Phophorylation: Primary Screen | Neuro2A IGF-stimulated pAkt S473 HTRF, 20 min; hits give low values | activity change, % for hits at 50 µM | 360,000 tested, 0.32% active; in the data active = activity change below about -80%; inconclusive = mostly about -51% to -80%; note: % is set by controls: 0 for no effect and ±100 for the full control effect
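Neuro2A cells in DMEM with 0.5% FBS, overnight at 37 deg C, given compound at single 50 µM final, then IGF (6 nM final) for 20 min at 37 deg C. Lysed; phospho-Akt Ser473 by HTRF after 24 h, 665/615 ratio.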
EPAC2 antag = qHTS for Antagonist of cAMP-regulated guanine nucleotide exchange factor 2 (EPAC2): primary screen | Rap guanine nucleotide exchange factor 4 (Homo sapiens), Q8WZA2 | EPAC2 GEF exchange of Rap1B-BODIPY-GDP, fluorescence | Potency, µM (top dose mostly 114 µM), for inactives: at the highest dose activity, negative = inhibition, actives largely listed as inhibitors | 360,000 tested, 0.18% active | AID 720708, 2013; note: potency is the fitted concentration of half-maximal effect; % is set by controls: 0 for no effect and ±100 for the full control effect; nearly all actives have a fitted effect of over 45% in size; many of its hits are not listed in these tables
MmCpn inh = Inhibitors of TCP-1 ring complex (TRiC) of Methanococcus maripaludis (MmCpn): qHTS | Chaperonin Mm-Cpn (Methanococcus maripaludis) | purified Mm-Cpn ATPase, ADP Transcreener TR-FRET | Potency, µM (doses to about 76.9 µM), for the others: at the highest dose activity, negative = inhibition, most hits filed as inhibitors | 330,000 tested, 0.031% active | AID 504842, 2011; note: potency is the fitted concentration of half-maximal effect; % is set by controls: 0 for no effect and ±100 for the full control effect; nearly all actives have a fitted effect of over 80% in size
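Compound-treated chaperonin, 25 nM final, turns over 10 uM ATP at 37°C for 30 min following a 10 min preincubation; ADP generated competes with ADP-d2 for Eu-cryptate antibody, lowering FRET.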
PTHR1 agonist = qHTS for PTHR1 Agonists: Primary Screen; HEK293 GP2 PTHR1 cells, GloSensor cAMP luminescence, 1 h; Potency, µM (top dose mostly 115 µM), without a hit: top-dose activation, actives largely listed as activators; 410,000 tested, 0.075% active; note: potency is the fitted concentration of half-maximal effect; nearly all actives have a fitted effect of over 55% in size; some results filed as inactive show a strong effect at the top dose; inactives centre near -15; many of its hits are not listed in these tables
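HEK-293-derived GP2 cells expressing PTHR1 and a GloSensor cAMP reporter, 3,000/well, plated overnight, given luciferin plus IBMX (each 0.5 mM as added) for 1 h at 37 °C, then compound for 1 h at 37 °C. Luminescence was read after 15 min at room temperature.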
DRD3 antagonist = qHTS of D3 Dopamine Receptor Antagonist: qHTS | D(3) dopamine receptor (Homo sapiens), P35462 | D3R cells, DiscoveRx beta-arrestin luminescence, antagonist mode; hits give low values | max response, negative = inhibition, % | 360,000 tested, 2.5% active; in the data active = max response below about -50%; inconclusive = no clear call, values can overlap the other calls; note: % is set by controls: 0 for no effect and ±100 for the full control effect; mostly tested at two doses, the higher about 12 µM
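Cells expressing the human receptor were seeded at 1500 cells/well, incubated overnight at 37 degrees C in 5% CO2, then exposed to library compounds with dopamine controls for 90 minutes at 37 degrees C before luminescent detection.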
* hit, by the source's call; i = inactive; ? = inconclusive; . = no result given; & = joins results of further samples; [ ] = dose if it differs, or a comment. Unless noted, calls come from the whole dose curve; as a rule, active = well fitted curve in the direction sought with a large enough effect; inconclusive = small, poorly fitted or top-dose-only effect, or another doubt; inactive = no such curve, though single readings can be large; an effect the other way counts as inactive or inconclusive. Only part of the results is shown. The share of hits here may be higher or lower than overall.

SMILES	D3 ag	CCT chaperon mod	EPAC2 agonist	pAkt inh	EPAC2 antag	MmCpn inh	PTHR1 agonist	DRD3 antagonist
CC12CCCCC1N(O)CN2O (configuration not stated)	10	-1.4	5%	i	4%	0%	-4%[57.5 µM]	7
COC(=O)C1=C(c2ccc(Cl)c(C(F)(F)F)c2)C[C@@H]2CC[C@H]1N2C(=O)NCc1ccc2c(c1)OCO2	-4	-3.1	11%	i	-7%	-1%	-11%	-8
Cc1cccn2c(=O)c3cc(C(=O)N4CCC5(CC4)OCCO5)n(C)c3nc12	-4	-1.3	5%	i	7%	-1%	i	-26
CN1C(=O)NC(c2cccc(O)c2)C(C(=O)c2cccs2)C1(O)C(F)(F)F (configuration not stated)	-3	-1.7	2%	i	7%	0%	?	-17
CC1CC(OC(=O)c2ccccc2)CC(C)N1C (configuration not stated)	3	-1.2	-4%	i	13%	0%	-25%	16
CCOC(=O)c1cccc(NC(=O)c2c(O)[nH]c(=O)[nH]c2=O)c1	-15	-0.3	-3%	i	31%	.	-9%	-3
C[C@]12C[C@@H](O)[C@H](O)CC1=CCC1C2CC[C@]2(C)C(=O)CCC12 (some centres not stated)	4	0.2	10%	i	4%	0%	i	15
CN(C)C(=O)Oc1ccc(OCc2cccc[n+]2C)cc1	-13	0.4	6%	i	14%	1%	-17%	1
Cc1nc2ccsc2c(=O)n1-c1ccccc1Cl	11	-2.7	8%	i	-1%	.	i	13
CCCCn1nnnc1C(c1ccnc2ccccc12)N1CCC2(CC1)C(=O)NCN2c1ccccc1 (configuration not stated)	1	-0.2	13%	i	8%	.	-24%	6
O=[N+]([O-])c1cc([As](=O)(O)O)ccc1O	5&1	0.0	-2%	i	-1%	2%	i	38
CN=C(SCC(=O)c1cccc(Cl)c1)c1c(O)n(C)c(=O)n(C)c1=O	-8	0.0	18%	i	-6%	0%	?	-4
CN1C(=O)C(=Cc2ccc(N3CCCCCC3)o2)C(=O)N(C)C1=S	-7	-5.5	?	i	-1%	1%	-32%[inhibitor]	?
CC(CC(C#N)(c1ccccc1)c1ccccc1)N(C)C (configuration not stated)	0&-20	-1.2	5%	i	-18%	-1%	-7%	-13
C=Cn1ccnc1P(=S)(c1nccn1C=C)C1CCCCC1	-13	-77*	10%	i	-1%	-1%	i	-14
CN(C)c1ccc(NC(=O)CN2C(=O)CN=C(c3ccccc3)c3cc(Cl)ccc32)cc1	2	1.6	6%	i	?	?	i	16
C[C@H](NC(=O)N1C[C@H]2C[C@@H](C1)c1cccc(=O)n1C2)C(=O)Nc1cccc(F)c1	-8	-3.7	5%	i	16%	0%	i	-14
CCCC[C@@H](C)C[C@@H](C)C(=O)N(C)[C@@H](CC(C)C)C(=O)N[C@H](C(=O)N(C)[C@H](C(=O)N1C[C@@H](O)C[C@H]1C(=O)N1C(=O)C=C[C@@H]1C)C(C)C)C(C)OC(C)=O (some centres not stated)	-29	-0.6	-22%	i	-11%	0%	-19%	0
CC(=O)NC1C(OC(=O)Cc2ccccc2)OC(COC(C)=O)C(OC(C)=O)C1OC(C)=O (configuration not stated)	-4	-0.5	-1%	i	-8%	2%	-7%	7
Cc1cc(C)cc(NC(=S)NC2CC3CCC(C2)N3Cc2ccco2)c1 (configuration not stated)	-9	2.3	7%	i	-1%	?	-2%	?
COC(=O)C1=C(c2c(C)noc2C)C[C@@H]2CC[C@H]1N2C(=O)N1CCOCC1	-13	-0.4	3%	i	0%	0%	-8%	-25
COc1ccc(C(=O)Nc2cc(Cl)ccc2C(=O)O)cc1	-16	-1.7	3%	i	-27%	1%	-38%[inhibitor]	0
O=C1/C(=C\c2ccncc2)N2CCC1CC2	-6	2.8	2%	i	24%	-3%	-36%[inhibitor]	-17
O=C1NC(=O)N(c2ccccc2F)C(=O)/C1=C/c1ccc(Sc2nc3ccccc3[nH]2)o1	-2	-5.3	-1%	i	-1%	-10%	-2%	-14
CC(Cc1ccccc1)NC(=O)/C=C/C(=O)O (configuration not stated)	-7	0.5	-1%	i	3%	1%	i	-18
O=C1N(c2ccc(Cl)cc2)C(c2cccnc2)N2CCCN12 (configuration not stated)	0	-0.9	1%	i	-14%	-1%	i	20
Cc1c(NC(=O)C(C)OC(=O)Cc2ccccc2)c(=O)n(-c2ccccc2)n1C (configuration not stated)	3	-2.7	6%	.	5%	0%	-13%[57.5 µM]	27
CC1CCC(C(=O)NC(C(=O)N2CCC3(CC2)OCCO3)C(C)C)CC1 (configuration not stated)	-1	-2.1	-9%	i	10%	-1%	-11%	-5
COC(=O)C1=C(c2cc3ccccc3o2)C[C@@H]2CC[C@H]1N2C(=O)NC(C)C	-12	-2.5	1%	i	?	.	i	-19
CN1CCC(c2c[nH]c3ccc(O)cc23)CC1	-1	0.7	4%	i	7%	.	i	?
O=C1C2C3CCC(C3)C2C(=O)N1c1ccc(OS(=O)(=O)c2ccccc2)cc1 (configuration not stated)	2	-0.7	7%	i	0%	-3%	-92%[inhibitor]	0
CC[C@H]1CN(C)CCc2c([nH]c3ccccc23)C(=O)C[C@@H]1/C(=C\OC)C(=O)OC	-16	2.3	6%	i	6%	.	-87%	-51*
O=C(C(=O)N1CCOCC1)c1cn(Cc2ccccc2)c2ccccc12	-2	-1.3	5%	i	-3%	-5%	i	15
CCN1C[C@]2(CO)CC[C@H](OC)[C@@]34C2[C@H](OC)[C@@](O)(C13)[C@@]1(O)C[C@H](OC)[C@H]2C[C@@H]4[C@@H]1[C@H]2OC	4	1.5	0%	i	2%	2%	i	24
CCC(CC)NCc1c[nH]c2ccccc12	-6	-1.6	6%	i	5%	-3%	i	1
COC(=O)C1C2c3ccccc3C(c3ccccc32)C1C(=O)OC (configuration not stated)	-4	-2.7	-2%	i	-15%	-1%	i	-1
COC(=O)C1=C(c2ccc(OC(F)(F)F)cc2)C[C@@H]2CC[C@H]1N2C(=O)NCC1CC1	10	-0.1	-3%	i	10%	1%	-42%[inhibitor]	29
O=C1NCN(c2ccccc2)C12CCN(C(c1cccc3ccccc13)c1nnnn1C1CCCC1)CC2 (configuration not stated)	-15	-3.6	10%	i	11%	.	-4%	-1
COP(=O)(OC)C(NC(C)=O)C(Cl)(Cl)Cl (configuration not stated)	-4	-2.6	15%	i	-4%	-1%	-1%	-11
O=C(N/N=C/c1c(O)n(Cc2ccc(F)cc2)c(=S)[nH]c1=O)c1ccncc1	13	-1.2	6%	i	-24%	-1%	i	-16
COc1cc2c3cc1Oc1cc(ccc1O)C[C@@H]1c4c(cc(OC)c(O)c4Oc4ccc(cc4)C[C@H]3N(C)CC2)CCN1C	0	-1.1	6%	i	-16%	-3%	-16%	0
O=C(COc1ccc2ccccc2c1)N1CCN(C2CCN(Cc3ccccc3)CC2)CC1	-9	-0.4	2%	i	-3%	0%	-8%[57.5 µM]	-23
Cc1sc2nc(COC(=O)Cc3ccccc3)[nH]c(=O)c2c1C	2	0.8	7%	i	-6%	-1%	i	28
CN1C(=O)N(C)C(=O)C2(Cc3cc([N+](=O)[O-])ccc3N(C)C2)C1=O	-5	1.6	-8%	i	4%	-4%	-20%	12
COc1ccc(OC)c(CN2CCN(C(=O)COc3cccc(C)c3)CC2)c1	-14	-4.7	2%	i	-3%	-1%	-6%[57.5 µM]	?

Some of the entries above, reformatted.
Structure,D3 ag,CCT chaperon mod,EPAC2 agonist,pAkt inh,EPAC2 antag,MmCpn inh,PTHR1 agonist,DRD3 antagonist
CCN1C[C@]2(CO)CC[C@H](OC)[C@@]34C2[C@H](OC)[C@@](O)(C13)[C@@]1(O)C[C@H](OC)[C@H]2C[C@@H]4[C@@H]1[C@H]2OC,4,1.5,0%,i,2%,2%,i,24
CCC(CC)NCc1c[nH]c2ccccc12,-6,-1.6,6%,i,5%,-3%,i,1
COC(=O)C1C2c3ccccc3C(c3ccccc32)C1C(=O)OC (configuration not stated),-4,-2.7,-2%,i,-15%,-1%,i,-1

Remaining list, next part
SMILES	D3 ag	CCT chaperon mod	EPAC2 agonist	pAkt inh	EPAC2 antag	MmCpn inh	PTHR1 agonist	DRD3 antagonist
Cc1ccc(OCC(=O)NCCN2CCN(C(=O)COc3ccc(C)cc3)CC2)cc1	-10	1.7	3%	i	16%	-1%	-1%[57.5 µM]	-9
O=C1CSC2N1CCNC21CCCCC1 (configuration not stated)	5	-4.1	5%	i	4%	2%	i	14
CCOP(=S)(OCC)N1CC1	3	-1.5	4%	i	0%	.	-2%	17
COC(=O)C1=C(c2ccc(OCc3ccccc3)cc2)C[C@@H]2CC[C@H]1N2C(=O)NCc1cccc(F)c1	1	-0.8	8%	i	3%	.	-3%	0
CC1CN2c3ccc([N+](=O)[O-])cc3CC3(C(=O)N(C)C(=O)N(C)C3=O)C2C(C)O1 (configuration not stated)	-2	-1.1	0%	i	2%	-1%	i	1
O=S(=O)(c1ccc(F)cc1)N1CN2CCN(C2)C1	-6	-1.0	3%	i	-1%	-1%	-15%	-6
CC(C)(C)n1cc(C(=O)c2ccc3ccccc3c2O)cn1	-3	1.0	6%	i	-1%	5%	-34%[inhibitor]	12
CCOC(=O)c1ccc(N2C(=O)CC(N3CC=C(c4ccc(F)cc4)CC3)C2=O)cc1 (configuration not stated)	0	0.2	3%	i	1%	-12%	-22%	-24
CCCC(=O)c1c(O)[nH]c(=O)[nH]c1=O	-22	1.4	3%	i	5%	2%	18%[57.5 µM]	15
COC(=O)C1=C(c2cccc(OCc3ccccc3)c2)C[C@@H]2CC[C@H]1N2C(=O)NCc1ccccc1C(F)(F)F	-29	-9.0	2%	i	-24%	-1%	-7%	?
COc1ccccc1NC(=O)c1cn(CCC#N)nc1-c1ccc(F)cc1	-7	0.0	0%	i	1%	0%	i	-4
O=C(CCC1CCCC1)c1c(O)c2ccccc2oc1=O	1	-1.3	9%	i	-15%	-4%	-51%[inhibitor]	21
NC(=O)CSc1nnc([C@@H](N)Cc2c[nH]c3ccccc23)o1	3	-1.2	7%	i	-1%	-1%	-17%[57.5 µM]	15

Bioassay records from PubChem.
